Compound activity from PubChem.
FBPA Giardia inh: qHTS Assay for Inhibitors of Fructose-1,6-bisphosphate Aldolase from Giardia Lamblia | A8B2U2 | purified Giardia FBPA | Potency, µM (series often up to 59.6 µM), for the others: top-dose activity, negative = inhibition, hits mostly inhibitors | 0.71% of 290,000 active | AID 2451, 2010; note: potency is the fitted concentration of half-maximal effect; nearly all actives have a fitted effect of over 55% in size
Target sequence (A8B2U2 whole entry, looked up): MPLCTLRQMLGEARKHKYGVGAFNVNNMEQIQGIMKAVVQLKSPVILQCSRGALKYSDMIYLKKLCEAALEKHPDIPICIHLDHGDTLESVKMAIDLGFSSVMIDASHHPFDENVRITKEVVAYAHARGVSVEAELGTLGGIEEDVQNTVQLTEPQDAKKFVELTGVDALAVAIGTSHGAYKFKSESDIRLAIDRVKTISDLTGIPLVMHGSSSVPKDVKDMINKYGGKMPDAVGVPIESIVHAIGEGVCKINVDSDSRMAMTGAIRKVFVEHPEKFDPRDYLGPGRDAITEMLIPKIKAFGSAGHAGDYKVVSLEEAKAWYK
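40 nM FBPA preincubated 10 min at RT with compound (up to 57.5 uM final), then substrate plus GAPDH/TPI/NAD/arsenate coupling and diaphorase/resazurin added. Fluorescence read after 20 min at RT, 525/598 nm.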
Sm TGR inh: qHTS Assay for the Inhibitors of Schistosoma Mansoni Peroxiredoxins. Schistosoma mansoni thioredoxin glutathione reductase (TGR), Q962Y6. purified TGR, DTNB reduction, TNB absorbance 405 nm. Potency, µM (highest dose often 114 µM), without a hit: at the top dose activity change, negative = inhibition, most hits filed as inhibitors. 3% of 360,000 active; note: potency is the fitted concentration of half-maximal effect; nearly all actives have a fitted effect of over 60% in size
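TGR 20 nM + NADPH 100 uM (dispensed conc.), cpd preinc 15 min RT; start with NADPH (500 uM addition) then DTNB (15 mM addition). Kinetic TNB absorbance, 405 nm filter. Four-parameter Hill fit across titration.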
AmpC detergent: qHTS Inhibitors of AmpC Beta-Lactamase (assay with detergent); Potency, µM (titrated, usually from 114 µM), without a hit: at the highest dose activity change, negative = inhibition, actives largely listed as inhibitors; P00811; AmpC hydrolysis of nitrocefin, absorbance 480 nm, 0.01% Triton; 0.041% of 370,000 active;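 note: potency is the fitted concentration of half-maximal effect; 0% = no-compound wells and -100% = no-enzyme wells; nearly all actives have a fitted effect of over 25% in size; some results filed as inactive show a strong effect at the top dose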
Target sequence (P00811 whole entry, looked up): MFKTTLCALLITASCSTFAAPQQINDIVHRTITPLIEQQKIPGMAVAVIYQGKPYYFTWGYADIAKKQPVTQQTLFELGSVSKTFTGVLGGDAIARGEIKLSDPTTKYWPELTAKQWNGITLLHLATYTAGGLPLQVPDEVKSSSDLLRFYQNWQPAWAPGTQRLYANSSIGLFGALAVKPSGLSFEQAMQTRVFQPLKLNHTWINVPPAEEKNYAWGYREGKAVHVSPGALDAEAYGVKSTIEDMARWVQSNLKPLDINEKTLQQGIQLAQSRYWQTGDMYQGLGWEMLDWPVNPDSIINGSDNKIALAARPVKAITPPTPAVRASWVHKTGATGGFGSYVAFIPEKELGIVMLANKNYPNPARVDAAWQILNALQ
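20 mM phosphate pH 7.0 + 0.01% (detergent screen) or 0.0001% Triton X-100; 5.3 nM AmpC reagent; cpd preinc 15 min RT; nitrocefin (800 uM stock) to start; A480 q20 s × 4 min; Activity was normalised to no-enzyme and no-compound control wells.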
AMA1 RON2 block: qHTS for Inhibitors of AMA1-RON; Towards Development of Antimalarial Drug Lead: Primary Screen | 0.2% of 360,000 active | Potency, µM (top dose mostly 58.2 µM), for the others: top-dose activity change, negative = inhibition, hits mostly inhibitors | AlphaScreen AMA1-biotinylated RON2 peptide binding | AID 720542, 2013;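 note: potency is the fitted concentration of half-maximal effect; 0% = vehicle wells and -100% = peptide control; nearly all actives have a fitted effect of over 45% in size; some results filed as inactive show a strong effect at the top dose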
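AMA1 (3D7) with his tag at 25 nM final met compounds first, then biotinylated RON2 peptide at 25 nM; detection used donor plus acceptor beads, 10 µg/mL apiece, read by AlphaScreen after 30 min at room temperature.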
HCV inhibitor: qHTS Assay for Inhibitors of Hepatitis C Virus (HCV); Huh7.5.1 HCVcc-Cre infection, luciferase reporter, 44 h; Potency, µM (titrated, usually from 41.8 µM), for the others: at the highest dose activity change, negative = inhibition, usual class: inhibitors; 3.4% of 340,000 active; AID 651820, 2012; note: potency is the fitted concentration of half-maximal effect
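Cells (1,000/well) were plated 4 h before compound, then infected with HCVcc-Cre virus (~0.5 moi). After 44 h further culture, infection was read as luciferase luminescence following a 15 min substrate incubation at room temperature.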
HCMV inh: qHTS Assay for inhibitors of the human cytomegalovirus (HCMV) | HFF cells, HCMV-luciferase reporter, 72 h; stronger effect = lower value | activity change, negative = inhibition, % at 57.5 µM | 4.5% of 410,000 active | AID 1259415, 2018; in the data active = activity change below about -60%; inconclusive = no clear call, values can overlap the other calls; inactive = above about -39%
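Two-dose cell screen: HFF monolayers treated with compounds and infected with luciferase-expressing HCMV at 1 PFU/cell, 72 h at 37C, then lysed for luciferase measurement.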
* marks the source's active call; other numbers are inactive results; ? = inconclusive; nt = no result given; [ ] = dose if it differs, or a comment. Unless noted, calls come from the whole dose curve; as a rule, active = well fitted curve in the direction sought with a large enough effect; inconclusive = small, poorly fitted or top-dose-only effect, or another doubt; inactive = no such curve, though single readings can be large; an effect the other way counts as inactive or inconclusive. Unless noted, % is set by controls: 0 for no effect and ±100 for the full control effect.

Structure | HCMV inh | Sm TGR inh | FBPA Giardia inh | HCV inhibitor | AMA1 RON2 block | AmpC detergent
CCOc1ccc(-n2c(=O)c3sccc3n(CC(=O)NC3CCCCC3)c2=O)cc1 | 0 | -9% | -1% | 15% | 16% | -12%
C[C@@H](NC(=O)[C@@H]1Cc2ccccc2CN1)C(=O)NCC1CCCO1 (some centres not stated) | -23 | -16% | nt | 8% | 26% | -1%
CSc1ccc(/C=c2\s/c(=C\C(=O)C(C)(C)C)n(CC(=O)NCCC3=CCCCC3)c2=O)cc1 | -13 | 1% | 0% | 6% | 12% | -14%
CCOc1ccc(C2NC(=O)C(C#N)=C(S)N2c2ccc(OC)cc2)cc1OC (configuration not stated) | 43 | 3% | ? | 26% | 9% | -1%
CSCCC(NC(=O)c1ccccc1Cl)C(=O)Nc1ccncc1 (configuration not stated) | -25 | 6% | nt | -8% | -12% | ?
CC(C)(C)NC(=O)c1ccccc1NC(=O)C1CC(=O)N(C2CCCCC2)C1 (configuration not stated) | -36 | -3% | -1% | -9% | -5% | -5%
O=C(O)c1cc(/C=N\O)ccc1OCc1ccccc1 | 23 | -3% | 24% | 6% | -3% | 1%
CCOc1nc(-c2ccc(OC)cc2)ccc1-c1noc(-c2ccncc2)n1 | -4 | 4% | 7% | 4% | -3% | -9%
CCC(C)NC(=O)C1c2ccccc2C(=O)N1Cc1cc(OC)ccc1OC (configuration not stated) | -4 | 0% | 8% | 2% | 1% | -7%
COc1ccc(C2=NN3C(C2)c2ccccc2OC3c2cccs2)cc1 (configuration not stated) | 128 | ? | -4% | ? | 27% | 4%
Cc1cc(NC(=O)CSc2nc3c(c(=O)n2CCc2ccccc2)SC(C)C3)no1 (configuration not stated) | -3 | -10% | 0% | 14% | -2% | -6%
O=C(COC(=O)CCC(=O)c1cccs1)NCc1ccccc1 | -23 | -11% | 0% | -5% | 5% | 1%
O=S(=O)(c1cccc(Br)c1)N1CCN(CCc2ccccc2)CC1 | -11 | -2% | -7% | -27% | -8% | -2%
O=C(/C=C/c1ccc(Cl)cc1)N1CCN(c2c(Cl)cccc2[N+](=O)[O-])CC1 | 0 | -1% | -3% | ? | -22% | -1%
Cc1cc(O)c(/C=N/c2ccccn2)c(=O)o1 | 1 | -10% | ? | 14% | 28% | 1%
COC(=O)c1ccccc1NC(=O)c1cc2nc(C3CC3)cc(C(F)(F)F)n2n1 | 13 | -4% | 4% | -13% | -1% | -6%
Cc1c(CN2CCC(n3nccc3NC(=O)C3CCOC3)CC2)[nH]c2ccccc12 (configuration not stated) | ? | 5% | nt | nt | -3% | 3%
CCOc1ccc(S(=O)(=O)N2CCN(C(=O)C3CC3C)CC2)cc1 (configuration not stated) | 3 | nt | nt | -2% | 2% | nt
CSC1=NCCCN1C(=O)c1c(-c2ccccc2Cl)noc1C | -17 | 10% | 5% | 20% | -5% | 0%
Cc1cc2nncn2c(Cc2ccccc2)n1 | 13 | -3% | 0% | 18% | -4% | ?
Cc1cc(Br)ccc1NC(=S)NC1CCCC1 | -24 | -4% | -10% | -26% | 14% | ?
Cn1cc(CN2C[C@H]3CC[C@H]2C3)c(-c2ccccc2F)n1 | -1 | 13% | 0% | 2% | 13% | 3%
CC1CCCN(S(=O)(=O)c2ccccc2[N+](=O)[O-])C1 (configuration not stated) | -30 | -11% | -1% | -9% | -1% | -6%
CCN(CC)c1ncn(Cc2c(Cl)cccc2Cl)c2ncnc1-2 | -8 | 5% | -2% | ? | 28% | ?
Cc1ccc(C)c(NC(=O)CN(C)C(=O)c2cc(-c3cccs3)nn2-c2ccccc2)c1 | ? | 2% | nt | ? | -5% | 1%
CCOc1ccc(CCNC(=O)c2ccc(Cl)c(S(=O)(=O)N3CCOCC3)c2)cc1OCC | -25 | -2% | nt | ? | 0% | ?
Cc1ccc(-c2n[nH]c3c2C(c2cccs2)N(c2ccc(Cl)cc2)C3=O)cc1 (configuration not stated) | -105* | 2% | nt | nt | nt | 5%
c1ccc(-c2csc(Nc3cccnc3)n2)nc1 | 54 | -2% | 4% | 10µM* | 17% | -6%
Cc1ccc(N2C(=O)c3ccccc3C2Nc2cccnc2)nc1 (configuration not stated) | 51 | 3% | -28% | -11% | -2% | -1%
CCN1CCc2c(sc(NC(=O)c3ccc(S(=O)(=O)N(CC)c4ccccc4)cc3)c2C(N)=O)C1 | -32 | -12% | nt | ? | -11% | 5%
COc1ccc(C)cc1N(C(=O)Cn1nnc(-c2ccc(C)o2)n1)C(C(=O)NC1CCCC1)c1ccncc1 (configuration not stated) | 12 | -16% | nt | ? | 22% | 4%
O=C1CS/C(=N/N=C/c2cccs2)N1 | 54 | 0% | 10% | 9% | 61%[activator] | 3%
O=C1C2C3C=CC(O3)C2C(=O)N1N=Cc1cccc2ccccc12 (configuration not stated) | 13 | nt | nt | -5% | 36%[activator] | nt
O=C(Nc1nccs1)c1cn(-c2ccccc2)nc1-c1ccncc1 | -31 | 7% | 8% | -27% | 5% | 3%
Cc1cc(F)ccc1NC(=O)C(c1ccccc1)N1Cc2ccccc2C1=O (configuration not stated) | -10 | 8% | nt | nt | nt | 17%
O=C(c1cccc([N+](=O)[O-])c1)N1CCN(Cc2ccc3c(c2)OCO3)CC1 | -23 | 27% | 18% | 3% | 1% | -9%
CCOC(=O)C(=O)/C(=C\N(C)C)c1onc(-c2ccccc2)c1C(=O)OC | 80 | 8% | 5% | 6% | -3% | 3%
Cn1cnc2c1c(=O)n(Cc1cccc(Cl)c1)c(=O)n2C | ? | 13% | 16% | -10% | 5% | 0%
COc1ccc(P2(=O)Nc3ccccc3N2)cc1 | 22 | 3% | -17% | -13% | 1% | ?
NS(=O)(=O)c1ccc(CCNC(=O)NC23CC4CC(CC(C4)C2)C3)cc1 | 25 | -1% | 6% | 10% | -2% | -1%

Gathered by group, those above with an NH in an aromatic ring
Structure | HCMV inh | Sm TGR inh | FBPA Giardia inh | HCV inhibitor | AMA1 RON2 block | AmpC detergent
Cc1c(CN2CCC(n3nccc3NC(=O)C3CCOC3)CC2)[nH]c2ccccc12 (configuration not stated) | ? | 5% | nt | nt | -3% | 3%
Cc1ccc(-c2n[nH]c3c2C(c2cccs2)N(c2ccc(Cl)cc2)C3=O)cc1 (configuration not stated) | -105* | 2% | nt | nt | nt | 5%

Other structures.
Structure | HCMV inh | Sm TGR inh | FBPA Giardia inh | HCV inhibitor | AMA1 RON2 block | AmpC detergent
COc1ccc(CNCCCSc2nnnn2C)c(OC)c1 | -1 | ? | nt | nt | nt | 11%
O=c1[nH]c(=S)n(Cc2ccco2)c(O)c1C=NCc1cccs1 | 40 | ? | 13% | 2% | 63%[activator] | 2%
CCC(C(=O)Nc1cccnc1)n1c(=O)[nH]c2ccccc2c1=O (configuration not stated) | -16 | -15% | 14% | 5% | -9% | 1%
COc1cnc(-c2ccccc2)nc1Oc1ccc(Cl)cc1C | 11 | 9% | 1% | -2% | 13% | -11%
COc1cc(/C=N/N=C2/NC(=O)C(Cc3ccccc3)S2)ccc1O (configuration not stated) | 31 | -2% | 1% | -1% | 13% | 5%
Cc1ccc(NC(=O)CSC(C)C(=O)OC(C)C(=O)NC2CCCCC2C)cc1 (configuration not stated) | 28 | -8% | nt | -2% | 6% | -15%
CCc1ccccc1NC(=O)c1cc(-c2cccc(O)c2)on1 | 0 | 8% | -7% | -11% | 10% | 7%
COc1ccc(NC(=O)Cc2cccc3ccccc23)cc1 | -8 | 1% | -8% | 3% | -5% | 3%
CCCc1nc2sc(C(=O)OCC)c(N)c2c2c1COC(C)(C)C2 | ? | 5% | 3% | 5% | 10% | -1%
Cc1cccc(C(=O)N2[C@@H](C(C)C)COc3cc(Br)ccc3S2(=O)=O)c1 | -1 | nt | nt | 17% | 0% | nt
COC(=O)c1cccnc1NC(=S)NNC(=O)c1ccccc1 | 20 | -1% | ? | 17% | 61%[activator] | -3%
CC12CCC(C(=O)NCCN3CCCCC3)(CC1=O)C2(C)C (configuration not stated) | 18 | -6% | -4% | -15% | -6% | ?
NC(=O)C[n+]1ccc(/C=N/O)cc1 | -36 | 11% | 2% | -3% | -11% | 6%
COC(=O)c1ccc(CSc2nc3c(c(=O)n2-c2ccc(F)cc2)SCC3)o1 | -17 | -5% | -1% | ? | -21% | -2%
Cn1c(SCC(=O)Nc2ccccc2F)nnc1C1CCCCC1 | -11 | -25% | nt | -6% | -2% | 2%
Cc1ccccc1-n1nc(C)c2c1NC(=O)CSC2c1ccc(Cl)cc1 (configuration not stated) | -27 | 1% | nt | nt | nt | -11%
N=c1sccn1CC(=O)NCCc1ccc(Cl)cc1Cl | 1 | 1% | -2% | -20% | -17% | 1%
Clc1ccccc1CSc1cnnc2ccccc12 | 11 | nt | nt | 6% | -4% | nt
Cc1cccc(-n2ncc(Cl)c(Cl)c2=O)c1 | -104* | 28µM* | 3% | 11µM* | 4% | -10%
CC(=O)c1ccc(NC(=O)CSc2nccn2C2CCCC2)cc1 | -29 | -9% | nt | nt | nt | 7%

Given with values under each structure: part of the list above
The line under a structure holds: HCMV inh | Sm TGR inh | FBPA Giardia inh | HCV inhibitor | AMA1 RON2 block | AmpC detergent
> CCCc1nc2sc(C(=O)OCC)c(N)c2c2c1COC(C)(C)C2
→ ? | 5% | 3% | 5% | 10% | -1%
> Cc1cccc(C(=O)N2[C@@H](C(C)C)COc3cc(Br)ccc3S2(=O)=O)c1
→ -1 | nt | nt | 17% | 0% | nt
> COC(=O)c1cccnc1NC(=S)NNC(=O)c1ccccc1
→ 20 | -1% | ? | 17% | 61%[activator] | -3%

Continued:
Structure | HCMV inh | Sm TGR inh | FBPA Giardia inh | HCV inhibitor | AMA1 RON2 block | AmpC detergent
COc1ccccc1OCCSc1nc2ccccc2n1CC(O)CO (configuration not stated) | -10 | 53%[activator] | -9% | 14% | 1% | -11%
O=C(CCNS(=O)(=O)c1ccccc1)OCC(=O)c1ccc(Br)cc1 | -10 | -7% | nt | 7% | 7% | -13%
COc1ccc(Cl)cc1C(=O)NNC(=O)CN1C(=O)C2CC=CCC2C1=O (configuration not stated) | -9 | 4% | -6% | 1% | 75%[activator] | -5%
CCc1c(O)nc(SCC(=O)Nc2nc3ccccc3s2)n(-c2ccccc2)c1=O | 11 | -3% | 10% | 13% | 7% | -6%
COc1ccc(/C=N/NC(=O)c2nnn(-c3nonc3N)c2CN(C)c2ccccc2)cc1 | ? | -15% | -1% | ? | 7% | -13%
Cc1oc(-c2ccccc2F)nc1CN1CCC(C(=O)NCCc2ccccc2)CC1 | 6 | 0% | nt | nt | nt | -8%
Cc1ccc(SCCNC(=O)C(C)C)cc1 | -9 | -9% | 0% | -2% | -4% | -2%
NS(=O)(=O)c1ccc(CCNC(=O)CSc2ncnc3ccccc23)cc1 | -5 | -16% | 3% | 1% | 9% | -8%
COc1ccc(NC(=O)CN(C)C(=O)c2cc(-c3ccc(Cl)cc3)nc3ccccc23)cc1 | -21 | 1% | nt | ? | 0% | -13%
COc1ccc(CNC(=O)CN(Cc2ccc(OC)cc2)C(=O)CCC(=O)Nc2nccs2)cc1 | ? | 6% | nt | -4% | -9% | -1%
COc1cc(/C=C2\SC(=S)N(C(C(=O)O)c3ccccc3)C2=O)cc(OC)c1OC (configuration not stated) | 0 | 0% | 17% | -16% | -7% | 4%
